Screening data: PubChem, Sanford-Burnham Center for Chemical Genomics
tim10-1 inh – tim10-1 yeast growth inhibition; S. cerevisiae tim10-1 ts strain growth, BacTiter-Glo, 24 h; inhibition, % at 20 µM; 330,000 tested, 2.2% active;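 active means inhibition of at least 40%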;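 further: mutant grown at 25 °C; 0% = DMSO wells with yeast and 100% = wells holding no yeast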
mIAP block – mouse IAP inhibition; 330,000 tested, 0.2% active; purified mouse IAP, CDP-Star luminescence, 30 min; inhibition, % at 10 µM;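 active means inhibition of at least 40% at 10 µM in the primary screen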;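 further: plate controls were DMSO with enzyme for no effect and no enzyme wells for full effect; values of inactives mirror those of a sister screen read the other way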
APOBEC3A inh – inhibitors of human APOBEC3A DNA deaminase | P31941 | AID 493011 | inhibition, % at 20 µM | recombinant A3A, FAM/TAMRA ssDNA deamination fluorescence | 330,000 tested, 0.41% active;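 active means at least 40% inhibition at 20 µM here, with at most 30% in a related deaminase screen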;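 further: plate controls were A3A with DMSO for no effect and wells lacking A3A enzyme for full effect; some results filed as inactive read as strong as hits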
Target sequence (P31941 whole entry, looked up): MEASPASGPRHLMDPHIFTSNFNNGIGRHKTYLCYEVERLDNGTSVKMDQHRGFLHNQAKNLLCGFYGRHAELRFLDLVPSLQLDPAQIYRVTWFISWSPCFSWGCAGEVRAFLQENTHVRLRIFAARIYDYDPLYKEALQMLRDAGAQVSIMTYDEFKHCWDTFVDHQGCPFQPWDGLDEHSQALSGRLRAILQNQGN
hIAP block – human IAP inhibition; P09923; purified IAP, CDP-Star luminescence, 30 min; AID 2544; inhibition, % at 10 µM; 330,000 tested, 0.12% active;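 active means inhibition reaching a set limit with compound at 10 µM in the primary screen, cut at about 35% in these data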;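 further: plate controls were DMSO wells with enzyme for no effect and no-enzyme buffer wells for full effect; values of inactives mirror those of a sister screen read the other way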
TIM10 inh – TIM10 yeast growth inhibition | S. cerevisiae TIM10 strain growth, BacTiter-Glo luminescence, 24 h | inhibition, % at 10 µM | 330,000 tested, 1.4% active | AID 463195;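 active means inhibition of 40% or more at the single tested concentration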;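 further: wild-type TIM10 isogenic control strain grown at permissive 25 °C; 0% = DMSO yeast wells and 100% = minimal medium wells without yeast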
mIAP activ – mouse IAP activation; 330,000 tested, 0.24% active; muIAP, CDP-Star luminescence, 30 min; hits give high values; 1 = vehicle-only enzyme signal, 0 = enzyme-free wells; activation factor at 10 µM;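 active means activation factor of at least 2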; further: the source names both 10 and 20 µM as test concentration; values of inactives mirror those of a sister screen read the other way
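System: mouse IAP enzyme. Reagent: CDP-Star chemiluminescent phosphatase substrate. Benchmarks: DMSO wells, no-enzyme wells. Times: 30 min enzyme-substrate-compound incubation at room temperature. Detection: luminescence from enzymatic CDP-Star hydrolysis. Doses: test compounds delivered from DMSO solution.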
A3G deaminase – blocks human APOBEC3G single-stranded DNA deamination; recombinant A3G, ssDNA deamination FAM/TAMRA fluorescence; inhibition, % at 20 µM; Q9HC16; AID 493012; 330,000 tested, 0.28% active;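 active means inhibition of at least 40% at 20 µM, with no more than 30% in the related APOBEC3A deaminase screen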;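 further: plate controls were DMSO wells with A3G for no effect and wells lacking A3G enzyme for full effect; some compounds called inactive have numbers as strong as hits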
Target sequence (Q9HC16 whole entry, looked up): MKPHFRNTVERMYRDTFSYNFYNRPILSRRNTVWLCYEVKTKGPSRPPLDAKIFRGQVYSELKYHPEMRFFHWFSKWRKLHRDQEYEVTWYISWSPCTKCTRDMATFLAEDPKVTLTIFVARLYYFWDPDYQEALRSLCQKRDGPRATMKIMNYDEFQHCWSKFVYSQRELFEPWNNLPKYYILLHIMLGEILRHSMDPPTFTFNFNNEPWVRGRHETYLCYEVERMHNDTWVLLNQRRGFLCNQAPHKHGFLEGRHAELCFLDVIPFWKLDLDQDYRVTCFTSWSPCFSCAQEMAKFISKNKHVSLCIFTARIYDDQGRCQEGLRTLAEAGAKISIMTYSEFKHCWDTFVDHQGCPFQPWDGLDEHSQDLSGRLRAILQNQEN
beta cell repl – inducers of beta-cell replication in MIN6 cells; MIN6 cells proliferation, ATPlite luminescence, 48 h; cells starved in 0.2% serum; 100% = growth in 10% serum; proliferation, % at 10 µM; 330,000 tested, 0.29% active;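 active means compounds whose signal lies at least 3.5 SD above the mean of all wells on their plate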;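 further: 0% = DMSO-treated cells in low-serum medium and 100% = 10% serum control; some compounds called inactive have numbers as strong as hits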
NLRP3 yeast inh – inhibitors of NALP3 inflammasome in yeast. inhibition, % at 10 µM. Yeast reconstituted NLRP3/ASC/caspase-1, beta-gal luminescence, 24 h. 330,000 tested, 0.39% active;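 active means inhibition of 50% or more; inactive means inhibition below 50%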;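 further: plate controls were induced DMSO wells for no effect and uninduced yeast grown without galactose for full effect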
The depositor's hits bear a star.

SMILES	tim10-1 inh	mIAP block	APOBEC3A inh	hIAP block	TIM10 inh	mIAP activ	A3G deaminase	beta cell repl	NLRP3 yeast inh
Cc1ccc2c(CC(=O)OCn3nnc4ccccc4c3=O)coc2c1	26	-1	3	8	18	1	2	0	9
CCCn1c(Oc2ccccc2)nc2c1c(=O)n(C)c(=O)n2C	1	0	-3	12	-8	1	-3	-1	20
COc1ccc(CC(CN)c2ccccc2)cc1 (stereo not given)	25	-12	-3	3	12	1.1	-10	-2	16
Cc1ccc(-c2cc(C(=O)Nc3ccc(S(=O)(=O)Nc4onc(C)c4C)cc3)[nH]n2)c(O)c1	-6	18	2	6	12	0.82	-4	0	12
Cc1cc(NC(=O)CCCN2C(=O)c3cccnc3C2=O)no1	13	-5	1	7	1	1	-1	-1	-1
N/C(=N\OC(=O)COc1ccccc1Cl)c1ccc(Cl)cc1	70*	-10	-6	5	54*	1.1	2	0	34
CC(Sc1nnc(COc2ccc(Cl)cc2)n1Cc1ccccc1)C(=O)O (stereo not given)	5	-3	3	8	16	1	-10	2	-7
O=C1COc2ccc(S(=O)(=O)N3CCN(c4ccccc4)CC3)cc2N1	8	-1	-3	-24	-5	1	-6	-1	9
COc1cccc(OC)c1OCCCCN1CCCCC1	-2	-8	-3	-32	2	1.1	-6	-2	21
O=C(NC(=S)NC1CCSC1=O)c1ccccc1 (stereo not given)	29	19	0	-2	15	0.81	-1	-3	-11
CCCNC(=O)c1c(CSc2ccc(Cl)cc2)noc1C(=O)NCc1ccccc1	11	18	-3	16	15	0.82	-9	-9	12
COc1cccc(/C=C/c2nc(C#N)c(NCC(C)C)o2)c1	-1	-28	-2	-1	14	1.3	-2	-1	32
COC(CNC(=O)c1ccc2c(c1)ncn2-c1cccc(C)c1)OC	3	4	-2	3	0	0.96	-8	-3	6
CN(C(=S)NC(=O)C12CC3CC(CC(C3)C1)C2)c1ccc(O)cc1	9	3	-7	24	10	0.97	40	-6	6
CCc1ccc(NC(=O)C(=O)N/N=C(\C)CC(=O)Nc2ccccn2)cc1	-2	22	-1	-22	6	0.78	-2	-3	-4
Cc1ccc2cccc(SCC(=O)NCC#N)c2n1	20	5	-4	5	-11	0.95	-7	0	6
C#CCOCCOCCOCCNc1nc(N2CCN(C(=O)CCCCCCCCCCNC(=O)[C@H](CCCCN)n3cc(CCCC(=O)O)nn3)CC2)nc(N2CCN(C(=O)CCCCCCCCCCNC(=O)[C@H](CCCCN)n3cc(CCCC(=O)O)nn3)CC2)n1	24	-18	-1	6	8	1.2	-5	-2	15
CCCCn1c(N)c(N(Cc2ccccc2OC)C(=O)COc2cc(C)ccc2Cl)c(=O)[nH]c1=O	1	-1	-3	-2	-4	1	-10	2	-8
Cc1ccc2c(CC(=O)Nc3c(C)n(C)n(-c4ccccc4)c3=O)coc2c1	16	-13	1	-18	1	1.1	-2	-4	-4
CCOC(=O)c1nnn(-c2nonc2N)c1CNc1ccc(C)c(Br)c1	26	8	2	-15	-13	0.92	0	-3	14
Cc1cc(C)cc(NC(=O)CCn2c(=O)c3cccn3c3ccccc32)c1	38	-6	-6	-31	15	1.1	-7	-1	8
O=C(CSc1ccccn1)N/N=C/C=C/c1ccccc1	21	10	0	-4	10	0.9	-4	-3	11
COc1ccc(/C=N\NC(=O)c2ccccc2[N+](=O)[O-])cc1COc1c(F)c(F)c(F)c(F)c1F	4	8	4	0	-1	0.92	0	-7	14
CCCCC1CCCOC(C(=O)NCCNCCO)(C(F)(F)F)C1 (stereo not given)	8	2	-1	2	15	0.97	-6	2	-4
CCC1CCCCN1CCCNC(=O)Cn1cnc2sc(C)c(S(=O)(=O)N3CCC(C)CC3)c2c1=O (stereo not given)	-17	3	-4	5	-6	0.97	-12	-1	-21
COc1ccccc1N(CC(=O)NC(C)(C)C)C(=O)CCC(=O)Nc1ccccn1	5	-4	-7	-6	5	1	-7	4	14
CCOc1ccc(C(=O)NC(=S)Nc2ccccc2N2CCC(C)CC2)cc1[N+](=O)[O-]	23	13	3	-8	17	0.87	0	-7	11
O=C(CSCc1ccc(C(=O)O)cc1)Nc1ccccc1	6	-9	-3	-18	-2	1.1	-3	-2	1
CCc1cccc(NC(=O)Cn2cc(C=O)c3ccccc32)c1	-5	-38	-1	7	-4	1.4	-5	-3	10
CCOC(=O)/C(Sc1nc(-c2ccccc2)cc(-c2ccccc2)c1C#N)=C(\C)O	33	6	-5	6	28	0.94	-8	-7	13
CCN(C(=O)CSc1nc2ccccc2n1C)C1CCS(=O)(=O)C1 (stereo not given)	-14	6	-4	5	-5	0.94	-8	4	19
CC(=O)c1ccc(OCC(O)CN2C(C)(C)CC(O)CC2(C)C)cc1 (stereo not given)	-2	3	-3	0	0	0.97	-5	4	7
O=C(C[C@@H]1C/C=C/CC[C@H](Cc2ccc(F)cc2)C(=O)OCCNC1=O)N[C@H](CO)Cc1ccccc1	-2	-5	-4	7	6	1.1	-5	-2	-6
COC(=O)c1cc(NS(=O)(=O)c2ccc(N3CCOCC3)c([N+](=O)[O-])c2)cc(C(=O)OC)c1	13	5	0	-18	5	0.95	-2	2	13
CC(=O)Nc1cccc(NC=C(C#N)C#N)c1	-6	10	3	6	14	0.9	-8	0	15
c1ccc(-c2nccnc2-c2ccccc2)cc1	-12	-2	-3	-10	8	1	-7	4	10
COc1ccc(N(C(C)=O)c2nc(C)cc(C)c2C#N)c(OC)c1	-13	2	-1	-7	-34	0.98	-5	-2	5
O=C(COc1ccc(Cl)cc1)NCc1nnc(SCC(=O)NC2CCCCC2)o1	17	0	-1	-6	-23	1	-4	-2	5
COCCCN1CC(=O)N2C(c3ccccc3)c3[nH]c4ccccc4c3C[C@H]2C1=O (stereo not given in full)	17	2	-3	9	15	0.98	-9	1	8
Cc1cc(C(=O)OCC(=O)Nc2ccc(F)c(F)c2F)c(C)o1	2	-4	3	11	5	1	-3	0	-19
CCn1c(COc2c(C)cccc2C)nnc1SCC(=O)N1CCN(c2ccccc2)CC1	25	0	2	-5	15	1	-3	-3	14
Cn1nc(C(=O)Nc2cccnc2)c2ccccc2c1=O	13	0	-3	-25	10	1	-2	-6	12
Cc1cc(C)nc(N2CCCC(C(=O)NCc3cccc(C(F)(F)F)c3)C2)n1 (stereo not given)	28	-14	0	-18	-16	1.1	1	-3	18
Cc1nn(-c2ccccc2)c(C)c1NC(=O)COC(=O)c1ccccc1OC(F)F	-1	27	2	0	-1	0.73	0	3	14
COc1ccc(C(=O)N/N=C(/C)c2cccc(NC(=O)c3ccncc3)c2)cc1OC	5	4	-2	-25	15	0.95	-4	0	-3
CCCCSc1nc2c(c(=O)[nH]1)CCC2	11	3	1	22	10	0.97	-5	-2	-13
COC(=O)c1cc(CNC(=O)c2ccc(S(=O)(=O)N(C)c3ccccc3)cc2)ccc1OC	7	5	-2	-2	0	0.95	-4	-3	-4
Cc1cccc(NC(=O)CNC(=O)c2ccco2)n1	2	4	1	10	0	0.96	-7	-1	8
CS(=O)(=O)c1ccc(Cl)c(NC(=O)COC(=O)c2c(Cl)cccc2Cl)c1	21	-9	-2	-2	23	1.1	-8	0	-1
Nc1ccc(S(=O)(=O)NCc2ccccn2)cc1	-5	9	-4	1	0	0.91	-5	-3	22
O=C(Oc1ccc(N2C(=O)CCC2=O)cc1)c1ccccc1	5	-1	2	-4	-6	1	2	-2	8
C/C(=N\NC(=O)c1ccc(Br)cc1)c1ccccc1	16	-8	5	-18	-1	1.1	2	-4	13
CC1c2nc3ccccc3n2C(CC(=O)NCc2ccccn2)C(=O)N1Cc1ccccc1 (stereo not given)	9	-5	4	-12	-12	1	-4	2	-5
CC(=O)NN1C(=O)c2ccccc2NC1c1ccoc1 (stereo not given)	2	-9	1	-4	0	1.1	0	0	1
COc1ccc2[nH]c3c(c2c1)CCn1c-3nc2ccccc2c1=O	16	5	-2	11	14	0.95	-3	-2	4
O=C(O)c1ccc(Cl)c(S(=O)(=O)NC(Cc2ccccc2)C(=O)O)c1 (stereo not given)	0	7	6	1	-19	0.93	2	-2	3
CCOC(=O)CCCNC(=O)COC(=O)/C=C/c1ccc2c(c1)OCO2	2	7	-1	7	4	0.93	-9	0	4
CCOC(=O)c1ccc(NC(=O)CCN2C(=O)C3CC=CCC3C2=O)cc1 (stereo not given)	6	-3	2	-12	-3	1	29	3	9
Cc1nn(Cc2ccc(Cl)cc2)c(=O)n1N(C)c1ncc(C(F)(F)F)cc1Cl	40	3	1	8	55*	0.97	1	-4	13
Cc1cccc(C2c3[nH]c4ccccc4c3CCN2C(=O)c2cc(CC(C)C)nc(C)n2)n1 (stereo not given)	32	12	-1	0	23	0.89	-5	-2	7

Copied from the list:
Reading of Cc1nn(Cc2ccc(Cl)cc2)c(=O)n1N(C)c1ncc(C(F)(F)F)cc1Cl under mIAP block: 3
Reading of COc1ccc2[nH]c3c(c2c1)CCn1c-3nc2ccccc2c1=O under hIAP block: 11
Reading of C/C(=N\NC(=O)c1ccc(Br)cc1)c1ccccc1 under TIM10 inh: -1

(more compounds)
SMILES	tim10-1 inh	mIAP block	APOBEC3A inh	hIAP block	TIM10 inh	mIAP activ	A3G deaminase	beta cell repl	NLRP3 yeast inh
COc1ccc2nc(C3CCCCC3)c3c(c2c1)CCC3	14	-2	-3	-1	-3	1	-4	-2	10
Cc1cccc(NC(=O)CSCC(=O)Nc2cccc(S(=O)(=O)N3CCCCCC3)c2)c1	-2	-17	33	-6	-13	1.2	1	-3	3
O=c1[nH]c2c(n(C3CCCCC3)c1=O)CCC2	3	-12	4	-12	-14	1.1	1	1	-2
Cc1cccc(NC(=O)C(=O)NCCCc2ccccc2)c1	-5	8	2	4	-9	0.92	-3	-3	23
COc1ccc2nc(Nc3nc4cc5c(cc4s3)OCCO5)sc2c1	48*	-42	-5	-1	19	1.4	-7	0	8
Cc1ccc(S(=O)(=O)N2CCOCC2)cc1NC(=O)COC(=O)CCc1c[nH]c2ccccc12	23	-26	-4	-21	-2	1.3	4	-4	0
CSC1=NCCN1C(=O)c1ccc(S(=O)(=O)N2CCCCC2)cc1	8	-2	-1	-8	-1	1	0	0	22
CC(=O)Nc1ccc2c(COC(=O)[C@H](C)N3C(=O)C4CCCCC4C3=O)cc(=O)oc2c1 (stereo not given in full)	2	0	11	0	-13	1	-6	1	13
O=C(Nc1ccc(Cl)c(S(=O)(=O)N2CCCCC2)c1)c1ccco1	20	11	1	14	20	0.89	-3	4	-6
COc1ccc(OC)c(-c2csc(N(Cc3ccco3)C(=O)c3ccco3)n2)c1	1	1	0	-8	0	0.99	-2	-4	24
CC(C)(C)SCCNS(=O)(=O)c1ccc2ccccc2c1	28	-1	-3	9	17	1	-7	-2	5
COC(=O)[C@@H]1C[C@@H](C(=O)O)[C@H](C)C1(C)C	5	6	-3	0	9	0.94	-13	7	6
CC(C)n1c(-c2cccs2)nc2ccccc21	17	-2	2	-1	2	1	-2	1	19
COC(=O)c1[nH]c2cc(OC)ccc2c1NC(=O)CCN1CCCCC1	-6	-19	-3	2	1	1.2	-2	4	8
COC(=O)c1sc2ncn(N)c(=O)c2c1C	-5	-8	-4	-20	-21	1.1	-4	-2	-2
CCCc1n[nH]c2c1C(=O)C(C(=O)OC)C(C)(C)C2 (stereo not given)	15	-8	1	17	-5	1.1	1	-2	11
O=C(NCCc1c[nH]c2ccccc12)C(=O)NCC1OCCN1S(=O)(=O)c1ccc(F)cc1 (stereo not given)	8	12	-3	17	-4	0.89	-1	1	10
